Source: PubChem (National Center for Advancing Translational Sciences (NCATS))
CCT modulator – modulators of cytosolic chaperonin (CCT/TRiC) activity; purified chaperonin ATPase assay, HTRF ADP detection, 30 min; activity change, % (no concentration beside the values), hits read low; 360,000 compounds, 0.3% hits; in the data active = activity change below about -30%; also: % is scaled to controls: 0 for no effect and ±100 for the full control effect
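Enzyme 40 or 20 nM (batch-dependent) in Tris pH 7.4/KCl/MgCl2/DTT; cpd 76 uM single point; ATP 10 uM; 30 min 37 °C; Transcreener ADP HTRF detection, 30 min RT; ratio 665/615.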
PTHR1 ag – activates the human parathyroid hormone receptor PTHR1; AID 743266; 410,000 compounds, 0.075% hits; Potency, µM (top dose mostly 115 µM), for inactives: at the highest dose activation, hits mostly activators; Q03431; HEK293 GP2 PTHR1 cells, GloSensor cAMP luminescence, 1 h; also: potency is read from the fitted curve at half-maximal effect; nearly all actives have a fitted effect of over 55% in size; some results filed as inactive show a strong effect at the top dose; inactives centre near -15; many of its hits are not listed in these tables
Target sequence (Q03431 whole entry, looked up): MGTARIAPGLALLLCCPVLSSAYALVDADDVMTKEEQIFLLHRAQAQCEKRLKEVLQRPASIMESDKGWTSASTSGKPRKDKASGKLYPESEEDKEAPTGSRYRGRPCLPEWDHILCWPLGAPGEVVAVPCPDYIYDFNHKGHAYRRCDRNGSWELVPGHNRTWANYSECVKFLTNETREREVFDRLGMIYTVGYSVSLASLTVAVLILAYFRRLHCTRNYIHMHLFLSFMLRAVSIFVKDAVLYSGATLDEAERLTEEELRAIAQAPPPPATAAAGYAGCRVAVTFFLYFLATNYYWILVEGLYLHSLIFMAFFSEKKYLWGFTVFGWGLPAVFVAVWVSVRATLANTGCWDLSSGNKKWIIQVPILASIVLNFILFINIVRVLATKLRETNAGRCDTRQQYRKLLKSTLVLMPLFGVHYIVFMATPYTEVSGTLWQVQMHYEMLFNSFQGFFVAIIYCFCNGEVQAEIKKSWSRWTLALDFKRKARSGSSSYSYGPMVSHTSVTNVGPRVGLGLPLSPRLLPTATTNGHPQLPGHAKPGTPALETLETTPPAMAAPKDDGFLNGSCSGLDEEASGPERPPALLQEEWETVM
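HEK-293-derived GP2 cells expressing PTHR1 and a GloSensor cAMP reporter, 3,000/well, plated overnight, given luciferin plus IBMX (each 0.5 mM as added) for 1 h at 37 °C, then compound for 1 h at 37 °C. Luminescence was read after 15 min at room temperature.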
D3 antag – D3 dopamine receptor (human) antagonism. max response, negative = inhibition, %. AID 652054. P35462. 360,000 compounds, 2.5% hits. D3R cells, DiscoveRx beta-arrestin luminescence, antagonist mode; hits give low values; in the data active = max response below about -50%; inconclusive = no clear call, values can overlap the other calls; also: % is scaled to controls: 0 for no effect and ±100 for the full control effect; mostly tested at two doses, the higher about 12 µM
Target sequence (P35462 whole entry, looked up): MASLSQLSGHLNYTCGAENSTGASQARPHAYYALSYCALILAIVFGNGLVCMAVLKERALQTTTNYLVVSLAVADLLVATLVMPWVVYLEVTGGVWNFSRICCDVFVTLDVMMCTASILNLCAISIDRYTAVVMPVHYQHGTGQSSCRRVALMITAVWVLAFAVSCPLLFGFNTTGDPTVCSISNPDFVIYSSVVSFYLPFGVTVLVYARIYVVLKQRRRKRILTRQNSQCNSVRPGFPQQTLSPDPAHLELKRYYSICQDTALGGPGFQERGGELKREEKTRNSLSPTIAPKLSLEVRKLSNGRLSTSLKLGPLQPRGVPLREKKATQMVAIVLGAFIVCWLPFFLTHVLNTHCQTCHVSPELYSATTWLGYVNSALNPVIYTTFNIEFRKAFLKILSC
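Cells plated overnight at 1500 cells/well, then exposed to library compounds with dopamine controls for 90 minutes at 37 degrees C. DiscoveRx reagent added for 30–60 minutes at room temperature; luminescence read, quantitative HTS format.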
EPAC2 agonist – EPAC2 (human) agonism; Q8WZA2; AID 720711; 360,000 compounds, 0.079% hits; EPAC2 activation, biochemical qHTS; response scale: 100% = 6.5 mM cAMP response; Potency, µM (top dose mostly 154 µM), without a hit: at the highest dose activation, actives largely listed as activators; also: potency is read from the fitted curve at half-maximal effect; nearly all actives have a fitted effect of over 50% in size
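Compounds were titrated in qHTS against a Rap1B-BODIPY-GDP (250 nM) complex with EPAC2 (100 nM) and GDP (50 uM). BODIPY-GDP release tracked at 480/540 nm over 30 min at room temperature, normalized to 6.5 mM cAMP.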
EPAC2 antag – antagonists of human EPAC2 | Q8WZA2 | EPAC2 GEF exchange of Rap1B-BODIPY-GDP, fluorescence | Potency, µM (doses to about 114 µM), without a hit: top-dose activity, negative = inhibition, usual class: inhibitors | 360,000 compounds, 0.18% hits | AID 720708; also: potency is read from the fitted curve at half-maximal effect; % is scaled to controls: 0 for no effect and ±100 for the full control effect; nearly all actives have a fitted effect of over 45% in size; many of its hits are not listed in these tables
Mm-Cpn inhibitor – blocks the Methanococcus maripaludis chaperonin Mm-Cpn. purified Mm-Cpn ATPase, ADP Transcreener TR-FRET. Potency, µM (series often up to 76.9 µM), for the others: at the top dose activity, negative = inhibition, most hits filed as inhibitors. 330,000 compounds, 0.031% hits; also: potency is read from the fitted curve at half-maximal effect; % is scaled to controls: 0 for no effect and ±100 for the full control effect; nearly all actives have a fitted effect of over 80% in size
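Reaction buffer contained 30 mM Tris pH 7.4, 100 mM KCl, 5 mM MgCl2 and 1 mM DTT. Mm-CPN (25 nM final) hydrolysed 10 uM ATP over 30 min at 37°C; ADP was read by HTRF.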
DRD3 agonist – activates the human D3 dopamine receptor; AID 652048; max activation, %; 410,000 compounds, 0.58% hits; D3R DiscoveRx beta-arrestin cells, luminescence, 90 min; P35462; in the data active = max activation above about 30%; also: 0% is about no effect; mostly tested at two doses, the higher about 12 µM
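Agonist mode: compounds and dopamine controls were applied to plated cells for 90 min at 37 degrees C after an overnight attachment at 1500 cells/well. Luminescent read-out followed 30 - 60 minutes at room temperature with DiscoveRx detection reagent.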
Akt phos inh – inhibitors of Akt phosphorylation | Neuro2A IGF-stimulated pAkt S473 HTRF, 20 min; hits give low values | activity change, % for hits at 50 µM | 360,000 compounds, 0.32% hits; in the data active = activity change below about -80%; inconclusive = mostly about -51% to -80%; also: % is scaled to controls: 0 for no effect and ±100 for the full control effect
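Neuro2A cells in DMEM with 0.5% FBS, overnight at 37 deg C, given compound at single 50 µM final, then IGF (6 nM final) for 20 min at 37 deg C. Lysed; phospho-Akt Ser473 by HTRF after 24 h, 665/615 ratio.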
* = called active by the depositor; i = inactive; ? = inconclusive; / = not tested or not shown; [ ] = remark or other dose. Unless noted, calls follow the shape of the dose curve; as a rule, active = well fitted curve in the direction sought with a large enough effect; inconclusive = small, poorly fitted or top-dose-only effect, or another doubt; inactive = no such curve, though single readings can be large; an effect the other way counts as inactive or inconclusive. A portion of the library, so the mix of outcomes need not match the whole.

SMILES	CCT modulator	PTHR1 ag	D3 antag	EPAC2 agonist	EPAC2 antag	Mm-Cpn inhibitor	DRD3 agonist	Akt phos inh
CC(=O)N1CCN2C(=O)C1CCCC(=O)c1cc(C(C)C)ccc12 (configuration not stated)	1.7	-17%[57.5 µM]	-1	1%	-2%	-1%[15.4 µM]	-6	i
COC(=O)CNC(=O)CSc1nnc(-c2ccc(OC)cc2)n1CC(C)C	0.1	-15%	12	4%	10%	-1%	7	i
C(/C=C/C=C/Nc1ccccc1)=Nc1ccccc1	-1.0	-16%[57.5 µM]	21	1%	-1%	1%	5	/
O=C(NCc1ccccc1)C(c1ccncc1)n1c(=O)c(-c2ccccc2)nc2ccccc21 (configuration not stated)	/	i	-23	13%	-16%	/	-11	i
COc1cc(NC(=S)NCCCN2CCOCC2)cc(OC)c1OC	-2.3	i	-9	5%	3%	1%	0	i
O=C(/C=C/c1cccc([N+](=O)[O-])c1)Nc1cccc(NC(=O)c2cccs2)c1	-3.0	-8%	7	6%	-9%	-2%	11	i
COc1ccc(NC(=O)N(CCO)Cc2cc3c(C)cc(C)cc3[nH]c2=O)cc1	-3.0	i	-5	-16%	-3%	?	1	i
Cc1cc(C)nc(SCNC(=O)c2ccc(Cl)cc2)n1	-0.6	i	-23	-1%	-1%	0%	2	i
CC(=O)Nc1ccc(NC2(C)C(=O)c3ccccc3C2=O)cc1	-1.2	i	-10	-3%	5%	1%	-4	i
c1ccc2oc(-c3csc(N4CCOCC4)n3)cc2c1	-8.2	-42%[inhibitor]	9	-2%	5%	-7%	-3	i
Cc1ccc(NCc2nnc(SCC(=O)O)n2Cc2ccccc2)cc1Cl	1.1	i	7	0%	0%	1%	17	i
O=C(NCn1cnccc1=O)c1ccccc1	0.0	-14%[57.5 µM]	2	-9%	-1%	?	3	i
Cc1cc(N/N=C/c2ccccc2O)c2ccccc2n1	-2.0	i	-12	8%	4%	0%	-15	i
CCCCc1nnc(NC(=O)CCc2ccccc2)s1	-4.0	-4%	-30	15%	-4%	0%	6	i
CS(=O)(=O)N(CC(=O)Nc1ccccc1C(=O)NCCc1ccccc1)c1ccc2c(c1)OCCO2	-0.9	-7%	-8	13%	-6%	0%	-5	i
CC(C)CNC(=O)/C(C#N)=C1\N=C(NC(=O)c2ccco2)c2ccccc21	-0.1	-16%	-9	19%	7%	0%	0	i
CN(C)CCCN(C(=O)c1cc(Cl)sc1Cl)c1nc2cc3c(cc2s1)OCO3	-1.1	?	?	6%	-8%	-2%	-21	i
COC(=O)c1nnn(-c2nonc2N)c1CN1CCCC1	-3.4	-17%	3	2%	6%	2%	-5	i
O=C(Cc1cccs1)N1CCC(c2nc3c(nnn3Cc3ccc(F)cc3)c(=O)[nH]2)CC1	-0.8	i	15	14%	5%	-1%	-9	i
O=C(CSc1nnc(CNC(=O)c2ccco2)o1)Nc1cccc(Cl)c1	-1.1	-8%	10	2%	1%	0%	-1	i
CCOC(=O)c1c(NC(=O)CCl)sc(C(=O)N(CC)CC)c1C	-1.8	-13%[57.5 µM]	?	-4%	-2%	-1%	-3	i
CCC(NC(=O)NCc1ccccc1)(C(F)(F)F)C(F)(F)F	-0.9	i	2	-10%	2%	-2%	7	i
O=C(Nc1cc([N+](=O)[O-])ccc1O)c1cccc([N+](=O)[O-])c1	0.1	-41%[inhibitor]	1	-3%	4%	1%	-8	i
Cc1ccc2nc(N(CCN(C)C)C(=O)C3=COCCO3)sc2c1	-3.9	i	-2	2%	10%	-8%	-9	i
Cc1ccc(C(=O)/C=C/c2ccc(F)cc2)o1	-0.4	-46%[inhibitor]	6	-5%	-14%	-29%	-1	i
O=[N+]([O-])c1cccc(/C=N/Nc2cc(N3CCOCC3)ncn2)c1	-0.5	i	16	0%	3%	2%	2	i
CC(=O)N1c2ccc(S(=O)(=O)N(C)c3cc(C)ccc3C)cc2CC1C (configuration not stated)	-0.1	i	-30	12%	-11%	1%	-1	i
C=CCOC(=O)C1=C[C@@H](c2ccc(C(F)(F)F)cc2)C[C@@H](OCc2ccc(CO)cc2)O1	0.5	-2%	21	-2%	-9%	/	3	i
C=CCc1cc(OC)ccc1OCCON1C(=O)CCC1=O	-1.0	i	-5	-5%	-3%	0%	4	i
COc1cc(C(=O)N/N=C\c2ccccc2)c([N+](=O)[O-])c(OC)c1OC	-2.2	i	0	-10%	-5%	5%	1	i

Gathered by group, the entries above with a CF3 group
SMILES	CCT modulator	PTHR1 ag	D3 antag	EPAC2 agonist	EPAC2 antag	Mm-Cpn inhibitor	DRD3 agonist	Akt phos inh
CCC(NC(=O)NCc1ccccc1)(C(F)(F)F)C(F)(F)F	-0.9	i	2	-10%	2%	-2%	7	i
C=CCOC(=O)C1=C[C@@H](c2ccc(C(F)(F)F)cc2)C[C@@H](OCc2ccc(CO)cc2)O1	0.5	-2%	21	-2%	-9%	/	3	i

Continuation:
SMILES	CCT modulator	PTHR1 ag	D3 antag	EPAC2 agonist	EPAC2 antag	Mm-Cpn inhibitor	DRD3 agonist	Akt phos inh
Cc1ccccc1S(=O)(=O)Nc1cccnc1	-3.0	i	12	2%	11%	0%	3	i
O=C(CCCOc1ccc(Cl)cc1)N1CCCCCC1	-1.6	-33%	-15	2%	4%	0%	3	i
COc1ccccc1C(=O)NCCC(=O)NCc1cccnc1	-1.6	i	22	1%	11%	-5%	0	i
NC(=O)CC(NC(=O)c1ccccc1)c1ccc(NC2CCN(Cc3ccccc3)CC2)c([N+](=O)[O-])c1 (configuration not stated)	-0.5	-35%[inhibitor]	-8	3%	16%	-12%	1	i
CCC(CC)c1nnc(NC(=O)c2cccnc2SC)s1	2.0	-49%[inhibitor]	-13	8%	9%	-2%	-11	i
CC1CCN(C(=O)c2ccc(N3CCOCC3)c([N+](=O)[O-])c2)CC1	0.3	-8%	2	-6%	-2%	0%	0	i
N#CC1=C(N)Oc2cc(N)ccc2C1c1ccccc1Cl (configuration not stated)	2.6	-15%	1	9%	-26%	-1%	-9	i
Cc1ccnc2nc(C(=O)OCC(=O)NCc3cccc(Cl)c3)nn12	-2.9	-30%[inhibitor]	7	13%	1%	1%	18	i
O=Cc1ccc(-n2nncc2-c2ccc([N+](=O)[O-])cc2)cc1	-4.1	-23%	5	9%	-5%	-1%	-1	i
CN(C[C@@H](Cc1cccc2ccccc12)N(C[C@H](Cc1ccccc1)N(CCc1ccccc1)N=O)N=O)N=O	-0.7	-13%	-22	4%	12%	/	3	i

Shown with two lines to a compound: part of the list above
The line under a structure holds: CCT modulator	PTHR1 ag	D3 antag	EPAC2 agonist	EPAC2 antag	Mm-Cpn inhibitor	DRD3 agonist	Akt phos inh
CCC(CC)c1nnc(NC(=O)c2cccnc2SC)s1
→ 2.0	-49%[inhibitor]	-13	8%	9%	-2%	-11	i
CC1CCN(C(=O)c2ccc(N3CCOCC3)c([N+](=O)[O-])c2)CC1
→ 0.3	-8%	2	-6%	-2%	0%	0	i
N#CC1=C(N)Oc2cc(N)ccc2C1c1ccccc1Cl (configuration not stated)
→ 2.6	-15%	1	9%	-26%	-1%	-9	i
Cc1ccnc2nc(C(=O)OCC(=O)NCc3cccc(Cl)c3)nn12
→ -2.9	-30%[inhibitor]	7	13%	1%	1%	18	i
O=Cc1ccc(-n2nncc2-c2ccc([N+](=O)[O-])cc2)cc1
→ -4.1	-23%	5	9%	-5%	-1%	-1	i
CN(C[C@@H](Cc1cccc2ccccc12)N(C[C@H](Cc1ccccc1)N(CCc1ccccc1)N=O)N=O)N=O
→ -0.7	-13%	-22	4%	12%	/	3	i

Going on with the list:
SMILES	CCT modulator	PTHR1 ag	D3 antag	EPAC2 agonist	EPAC2 antag	Mm-Cpn inhibitor	DRD3 agonist	Akt phos inh
Nc1cc(N2CCCC2)c(Cl)cc1[N+](=O)[O-]	-1.7	i	-25	20%	-7%	0%	-7	i
O=C(N/N=C/c1ccc([N+](=O)[O-])o1)c1ccncc1	-0.6	-11%	-1	6%	5%	1%	-4	i
O=C(COC(=O)c1ccccc1C(=O)c1ccc(Cl)cc1)NC(c1ccccc1)c1ccccc1	2.0	-41%[inhibitor]	-27	4%	-12%	-5%	-2	i
COc1cccc(N(C(=O)c2ccco2)C(C(=O)NC2CCCC2)c2ccc(N3CCOCC3)cc2)c1 (configuration not stated)	-1.3	-24%	-18	2%	6%	2%	-11	i
CCC(C)C(NC(C)=O)C(=O)NC(=O)NC(c1ccccc1)c1ccccc1 (configuration not stated)	1.8	i	-2	-19%	-10%	2%	-25	i
CCC(=O)Nc1ccc(Oc2ccc(NC(=O)CC)c(NC(=O)CC)c2)cc1	-1.2	i	-14	10%	-9%	-1%	-2	i
O=C(NCCCOc1ccc([N+](=O)[O-])cc1Cl)OCc1ccccc1	-1.6	-1%	-21	4%	-1%	/	-3	i
CC(=O)c1ccc(N(C)C)c2c(N(C)C)cccc12	0.4	-18%[57.5 µM]	-24	-1%	12%	-2%	-8	i
CCOc1ncccc1C(=O)Nc1ccc2c(C)cc(=O)oc2c1	-0.2	-30%	11	3%	-1%	-1%	1	i
CCN(CC)C(=O)c1[nH]cnc1C(=O)NCc1ccccc1	-0.2	-13%	-54*	11%	13%	0%	-3	i
COc1ccc(NC(=S)N(Cc2cccnc2)Cc2cc3cc(OC)c(OC)cc3[nH]c2=O)cc1	3.0	i	27	-2%	-11%	-2%	3	i
CCn1c(=O)c(C(=O)NNC(=O)c2ccc(Cl)cc2Cl)c(O)c2ccccc21	-1.3	-9%	6	-13%	3%	3%	4	i
O=C(CSc1cn[nH]n1)Nc1ccc(O)c(C(=O)O)c1	-2.6	-17%	8	-2%	1%	0%	4	i
